Screening data as filed in PubChem.
RXFP1 antagonist: RXFP1 (human) relaxin receptor antagonism. Q9HBX9. HEK293-RXFP1, relaxin-stimulated cAMP HTRF, 30 min; hits give low values. activity change, negative = inhibition, % at 57.5 µM. actives 0.59% (n = 350,000);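 active means activity change of -60% or lower, but not beyond a set lower limit; inconclusive means change between -60% and -40%, or beyond the set limit; inactive means change above -40%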; further: on the % scale 0 is the no-effect control and ±100 the full control effect
D2 PAM: positively modulates the human D2 dopamine receptor allosterically. P14416. HEK293 T-REx D2, calcium flux, EC20 dopamine potentiation. potentiation, % at 10 µM. actives 0.34% (n = 340,000). AID 485347;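 active means potentiation over 3 SD above the plate norm, cut at about 30% in these data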; further: 0% is about no effect
Target sequence (P14416 whole entry, looked up): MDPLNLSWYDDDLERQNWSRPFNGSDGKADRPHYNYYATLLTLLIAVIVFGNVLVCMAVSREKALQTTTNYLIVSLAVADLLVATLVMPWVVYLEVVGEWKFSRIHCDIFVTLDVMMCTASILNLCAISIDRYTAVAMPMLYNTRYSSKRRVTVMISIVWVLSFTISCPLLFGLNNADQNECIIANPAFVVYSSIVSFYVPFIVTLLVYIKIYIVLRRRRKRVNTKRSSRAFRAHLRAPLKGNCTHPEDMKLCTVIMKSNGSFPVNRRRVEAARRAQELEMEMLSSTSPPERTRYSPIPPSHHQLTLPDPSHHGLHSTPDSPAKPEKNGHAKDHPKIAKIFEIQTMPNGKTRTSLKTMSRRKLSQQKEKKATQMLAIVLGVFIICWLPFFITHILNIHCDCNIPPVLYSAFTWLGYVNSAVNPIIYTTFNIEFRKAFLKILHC
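Calcium flux readout, no-wash dye, 1 read/s. Inducible HEK293 Trex D2 line, overnight 30 C. Compound alone 180 s (agonist flags), then EC20 dopamine, another 180 s to score potentiation.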
GRP78 ERSR act: ER stress response induction in glioma. actives 0.02% (n = 420,000). Potency, µM, inactives show top-dose activation, hits mostly activators. U87-MG GRP78 promoter luciferase reporter, 16 h. AID 602332; further: potency means the concentration at half of the fitted maximal effect; series mostly up to about 76 µM; % of control where 0% means no effect; nearly all actives have a fitted effect of over 35% in size
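Stably transfected U87-MG human glioma cells carrying a GRP78-based luminescent sensor were seeded at 1000 cells/well, pin-dosed with compounds and incubated 16 h. Luciferase reagent was then added, and end-point luminescence was read after 10 min at room temperature.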
Vif-A3F inh: Vif-A3F binding inhibition. HeLa A3F-eYFP + Vif (tagged APOBEC3F with the HIV-1 protein that degrades it), YFP fluorescence increase. Potency, µM (highest dose often 46.1 µM), inactives show top-dose activity, negative = active. actives 0.2% (n = 390,000); further: potency means the concentration at half of the fitted maximal effect; % of control where 0% means no effect; nearly all actives have a fitted effect of over 65% in size
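HeLa cells stably expressing A3F-eYFP plus Vif, plated and incubated overnight at 37 deg C, then exposed to compounds overnight at 37 deg C. Blocked degradation read as raised yellow fluorescence (Ex 488/Em 500-530).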
D1 ag: agonists of human D1 dopamine receptor; P21728; HEK293 T-REx D1 cells, calcium flux, agonist mode; activation, % at 2 µM; actives 1% (n = 360,000); AID 504660; in the data active means activation above about 30%; further: 0% is about no effect
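Tetracycline-induced HEK293 TREx D1 cells, force-coupled to calcium signalling, were dye-loaded with a no-wash calcium kit. Compound was pin-added after a 10 s baseline. Fluorescence was read kinetically at 1 cycle/s for 180 s, with calcium rises flagged as agonism.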
D1 potentiator: potentiators of human D1 dopamine receptor. P21728. HEK293 TREx D1 cells, calcium flux, dopamine EC20 potentiation. potentiation, % at 10 µM. actives 0.036% (n = 360,000). AID 504651; in the data active means potentiation above about 30%; further: 0% is about no effect
RXFP1 agonist: activates the human relaxin receptor RXFP1; actives 0.3% (n = 370,000); AID 2676; Potency, µM (titrated, usually from 57.5 µM), for inactives: at the highest dose activation, actives largely listed as activators; HEK293T-RXFP1 cAMP TR-FRET, 30 min; response scale: percent of porcine relaxin response, buffer zero; Q9HBX9; further: potency means the concentration at half of the fitted maximal effect; on the % scale 0 is the no-effect control and ±100 the full control effect; nearly all actives have a fitted effect of over 60% in size; many of its hits are not listed in these tables
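cAMP rise read by TR-FRET after 30 min, 37C compound exposure (up to 58 uM) in RXFP1-transfected HEK293 cells with Ro 20174 present. EC50 from Hill-equation fits, with 29 nM porcine relaxin as 100% and buffer as basal.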
Vif-APOBEC3G blk: Vif-A3G binding inhibition; HeLa A3G-eYFP + Vif (tagged APOBEC3G with the HIV-1 protein that degrades it), YFP fluorescence, overnight; Potency, µM (doses to about 46.1 µM), for inactives: top-dose activity, negative = active, usual class: inhibitors; actives 0.076% (n = 410,000);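 further: potency means the concentration at half of the fitted maximal effect; on the % scale 0 is the no-effect control and ±100 the full control effect; nearly all actives have a fitted effect of over 60% in size; hits raise eYFP signal because A3G escapes Vif-driven loss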
Target sequence (Q9HC16 whole entry, looked up): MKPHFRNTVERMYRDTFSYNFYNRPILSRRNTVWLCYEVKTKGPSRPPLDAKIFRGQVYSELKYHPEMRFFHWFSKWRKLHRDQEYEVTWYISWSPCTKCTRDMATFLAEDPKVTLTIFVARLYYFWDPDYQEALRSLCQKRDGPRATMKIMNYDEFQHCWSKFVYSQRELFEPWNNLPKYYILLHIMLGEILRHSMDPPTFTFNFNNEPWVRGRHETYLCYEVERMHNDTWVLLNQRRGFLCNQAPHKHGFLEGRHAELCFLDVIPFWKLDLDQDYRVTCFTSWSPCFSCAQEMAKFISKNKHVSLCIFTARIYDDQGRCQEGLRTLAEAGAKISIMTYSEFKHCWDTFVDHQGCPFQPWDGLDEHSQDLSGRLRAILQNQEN
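Read-out is eYFP fluorescence (Ex 488/Em 500-530) from Vif-expressing HeLa A3G-eYFP cells; more signal means A3G escaped Vif-mediated degradation. Cells plated overnight, compound pinned in, incubated overnight at 37 deg C.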
D1 antag: antagonists of human D1 dopamine receptor; P21728; activity change, negative = inhibition, % at 10 µM; actives 3.2% (n = 360,000); AID 504652; HEK293 TREx D1 cells, calcium flux, dopamine EC80; hits give low values; in the data active means activity change below about -30%; further: on the % scale 0 is the no-effect control and ±100 the full control effect
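Allosteric or orthosteric antagonism assessed as attenuation of the calcium response to EC80 dopamine, added 180 s after compound, in induced HEK293 Trex D1 cells loaded with no-wash calcium dye.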
* marks the source's active call; other numbers are inactive results; ? = inconclusive; nt = no result given; & = joins results of further samples. Unless noted, the call rests on the fitted dose curve; in most records, active means well fitted curve in the direction sought with a large enough effect; inconclusive means small, poorly fitted or top-dose-only effect, or another doubt; inactive means no such curve, though single readings can be large; an effect the other way counts as inactive or inconclusive. Only part of the results is shown. The share of hits here may be higher or lower than overall.

SMILES	RXFP1 antagonist	D2 PAM	GRP78 ERSR act	Vif-A3F inh	D1 ag	D1 potentiator	RXFP1 agonist	Vif-APOBEC3G blk	D1 antag
CSc1ccc(/C=C(\NC(=O)c2ccc(C)cc2)C(=O)NN)cc1	6	1	-3%	3%	4	2	-1.2%	0%	-3
O=[N+]([O-])c1ccc(N=Nc2ncc[nH]2)cc1	-2	2	-4%	0%	1	2	9.2%	-4%	-3
COc1cc2c(cc1OC)C(COc1ccc3c(C)cc(=O)oc3c1)N(C(=O)C(C)C)CC2 (configuration not stated)	-10	8	-3%	2%	1	0	3.8%	2%	-9
CC(CNC(=O)CCc1nnc(CCC2CCCCC2)o1)c1ccccc1 (configuration not stated)	-14	11	6%	2%	-1	11	1.2%	3%	0
Cn1c(C(N)=O)cnc1Sc1ncc(C(F)(F)F)cc1Cl	2	-3	-3%	13%	5	-6	-6.6%	3%	-47*
Cc1ccc(Cl)cc1NC(=O)Cn1c(=O)c(CNc2ccccc2)cc2cc3c(cc21)OCCO3	nt	11	-1%	7%	0	3	2.3%	-1%	10
O=[N+]([O-])c1ccccc1/C=N/N1CCN(Cc2ccccc2)CC1	-14	-20	3%	1%	3	-4	-0.2%	1%	-2
O=C1CN(C(=O)CN2CCCC2)C(c2ccccc2)c2cc(Br)ccc2N1 (configuration not stated)	-24	nt	-4%	1%	2	-1	-0.2%	0%	-10
COc1cccc(/C=N/NC(=O)CCn2nnc3ccccc32)c1	-9	-4	3%	3%	3	-7	1.8%	2%	-17
Cc1ccc(C(=O)NCCCNC(=O)c2ccccc2C)cn1	3	8	-2%	7%	4	-4	3.9%	0%	-1
Cc1ccc(N=CNc2ccc(C)cc2C)c(C)c1	-5	-10	-3%	5%	1	-2	4.6%	-2%	11
CCCNC(=O)c1cc(-c2ccco2)on1	2	-5	?	?	1	2	0.0%	5%	-2
CCCc1ccc(S(=O)(=O)NCC2CCCN2CC)cc1 (configuration not stated)	-7	3	-4%	2%	1	-2	3.1%	-5%	11
Cc1cccc2sc(N(Cc3cccnc3)C(=O)c3ccco3)nc12	-11	12	-1%	-5%	0	2	2.3%	7%	nt
CC(=O)c1c(N)c(C#N)c(C)n1-c1ccc(Br)cc1	-9	28	-3%	4%	-1	-4	0.7%	1%	-14
Cc1cc(C)nc(NC(=O)NS(=O)(=O)Nc2ccc(Br)cn2)n1	-14	-5	3%	10%	3	9	2.0%	0%	-8
CC(=O)Nc1sc2c(c1CN1CCN(C)CC1)CCCC2	-3	4	-4%	-3%	0	-3	-1.5%	1%	-7
COc1ccc(CNC(=O)C2CCN(c3nc4ccc(C)cc4[nH]3)CC2)cc1	-10	7	1%	-2%	38*	7	4.0%	-8%	-1
CCn1cc(C(=O)NCCc2ccc(Cl)cc2)c(=O)c2cc(S(=O)(=O)N(C)C)ccc21	1	7	-2%	-12%	0	1	1.0%	0%	-10
NC(=S)NN=C1c2ccccc2-c2cc(Br)ccc21	-28	nt	-3%	8%	nt	nt	nt	-1%	nt
Cc1cc(OCC(O)CN2CCCC2)cc(C)c1Cl (configuration not stated)	-3	-6	-1%	-18%	14	-1	0.4%	2%	-12
Cc1sc2ncnc(NCC3CCCO3)c2c1C (configuration not stated)	4	-14	-3%	-2%	12	-5	8.6%	3%	-30*
CC(=O)c1c(C)n(C)c2ccc(O)cc12	-10	-7	-6%	3%	2	5	-1.6%	3%	1
CCOc1cccc(CNc2ccc(O)cc2)c1OCc1ccc(Cl)cc1Cl	?	9	5%	-8%	3	20	0.7%	-12%	56
C=CCn1c(C)cc(C(=O)CSc2nnc(C3CC3)n2C2CC2)c1C	-4	-7	-1%	3%	3	nt	0.6%	-5%	6
CCCN(CC(=O)Nc1cc(Cl)ccc1Cl)C(=O)c1ccc(N2CCCC2=O)cc1	-3	8	-3%	-6%	2	-14	0.4%	0%	-10
CN(Cc1ccccc1)S(=O)(=O)c1nnc(NC(=O)c2ccccc2F)s1	-3	nt	-5%	3%	0	-4	9.6%	0%	-17
CC1CCCC(C)N1C(=O)COC(=O)c1cccc(S(=O)(=O)N(C)c2ccccc2)c1 (configuration not stated)	-5	19	11%	9%	2	-2	-0.9%	9%	-26
COc1cc(SC)ccc1C(=O)Nc1ccc(S(=O)(=O)N2CCCC2)cc1	-12	-6	-1%	nt	2	-1	-1.9%	1%	-5
Cn1nc(-c2ccccc2)c(COC(=O)c2cccc(Cl)c2)c1S(=O)(=O)c1ccccc1	3	0	-1%	-12%	1	-5	-1.2%	-4%	9
COc1ccc(C(=O)Nc2nc3ccccc3c(=O)[nH]2)cc1	6	14	4%	-4%	4	-5	1.0%	2%	-3
CCc1nnc2n1N=C(c1ccc(Br)cc1)CS2	-15	8	-6%	-6%	1	-1	1.8%	-5%	-24
Cc1ccc(C)c(OC(=O)c2cccnc2Cl)c1C	-22	0	0%	-4%	3	-4	-0.4%	-11%	-8
Cn1nc(C(=O)NCc2cccc(F)c2)cc1C(=O)NCc1cccc(F)c1	0	8	-3%	4%	1	0	1.1%	-3%	1
COc1ccc(NC(=O)Cn2c(=O)n(-c3cccc(C(F)(F)F)c3)c(=O)c3sccc32)cc1	2	3	-5%	-2%	-1	1	?	-10%	4
Cc1cccc(C)c1OCC(=O)Nc1c(C)nn(C)c1C	-3	-9	-4%	0%	2	-2	2.1%	-1%	0
Cc1cccc2cc(C3CC(c4ccco4)=NN3S(=O)(=O)c3ccccc3)c(Cl)nc12 (configuration not stated)	-12	1	-2%	7%	7	0	-0.8%	-7%	-1
C=CCNC(=O)c1ccccc1SCc1c(C)noc1C	3	15	-2%	3%	2	-3	-2.2%	-1%	-6
CS(=O)(=O)NCC(c1ccco1)N1CCN(c2ccc(F)cc2)CC1 (configuration not stated)	-22&1	9&12	-3%&-4%	0%&5%	-2&0	-2&4	4.9%&2.9%	5%&1%	1
Fc1ccc(-c2nnn(Cc3ccccc3Cl)n2)cc1	-22	11	0%	13%	9	13	1.9%	-2%	-2

Sorted by molar mass (falling): some entries from above.
SMILES	RXFP1 antagonist	D2 PAM	GRP78 ERSR act	Vif-A3F inh	D1 ag	D1 potentiator	RXFP1 agonist	Vif-APOBEC3G blk	D1 antag
COc1ccc(NC(=O)Cn2c(=O)n(-c3cccc(C(F)(F)F)c3)c(=O)c3sccc32)cc1	2	3	-5%	-2%	-1	1	?	-10%	4
Cn1nc(-c2ccccc2)c(COC(=O)c2cccc(Cl)c2)c1S(=O)(=O)c1ccccc1	3	0	-1%	-12%	1	-5	-1.2%	-4%	9
Cc1cccc2cc(C3CC(c4ccco4)=NN3S(=O)(=O)c3ccccc3)c(Cl)nc12 (configuration not stated)	-12	1	-2%	7%	7	0	-0.8%	-7%	-1
CC1CCCC(C)N1C(=O)COC(=O)c1cccc(S(=O)(=O)N(C)c2ccccc2)c1 (configuration not stated)	-5	19	11%	9%	2	-2	-0.9%	9%	-26
CN(Cc1ccccc1)S(=O)(=O)c1nnc(NC(=O)c2ccccc2F)s1	-3	nt	-5%	3%	0	-4	9.6%	0%	-17
Cn1nc(C(=O)NCc2cccc(F)c2)cc1C(=O)NCc1cccc(F)c1	0	8	-3%	4%	1	0	1.1%	-3%	1
CS(=O)(=O)NCC(c1ccco1)N1CCN(c2ccc(F)cc2)CC1 (configuration not stated)	-22&1	9&12	-3%&-4%	0%&5%	-2&0	-2&4	4.9%&2.9%	5%&1%	1
C=CCNC(=O)c1ccccc1SCc1c(C)noc1C	3	15	-2%	3%	2	-3	-2.2%	-1%	-6
COc1ccc(C(=O)Nc2nc3ccccc3c(=O)[nH]2)cc1	6	14	4%	-4%	4	-5	1.0%	2%	-3
Fc1ccc(-c2nnn(Cc3ccccc3Cl)n2)cc1	-22	11	0%	13%	9	13	1.9%	-2%	-2
Cc1ccc(C)c(OC(=O)c2cccnc2Cl)c1C	-22	0	0%	-4%	3	-4	-0.4%	-11%	-8

(listing goes on)
SMILES	RXFP1 antagonist	D2 PAM	GRP78 ERSR act	Vif-A3F inh	D1 ag	D1 potentiator	RXFP1 agonist	Vif-APOBEC3G blk	D1 antag
Cc1ccc(Cl)cc1NC(=O)NC1COc2ccccc2C1 (configuration not stated)	-1	-23	-3%	2%	6	-3	0.1%	-2%	-23
Cn1c(CN2CCCC2)nc2cc(NC(=O)COc3ccccc3)ccc21	-5	-23	-4%	-17%	8	-4	-0.7%	-1%	34
Cc1oc2c(C)c3oc(=O)c(CCC(=O)NCCCCCC(=O)O)c(C)c3cc2c1C	6	2	-6%	-16%	0	7	0.0%	-6%	3
CN(C)CCCO[C@@H]1[C@H]2OC(C)(C)O[C@H]2O[C@@H]1[C@H](O)CO	nt	-3	-1%&-1%	0%	-2	-3	-0.3%	3%	-1
CCOC(=O)C1CCCN(c2ncnc3c2cnn3-c2ccc(Cl)cc2)C1 (configuration not stated)	-5	17	-6%	-6%	0	-4	3.7%	1%	9
O=P(O)(Cc1ccccc1)Cc1ccccc1	2	5	-2%	-8%	6	8	1.7%	-5%	-2
CCOC(=O)c1cc(OC(=O)Cc2ccc(OC)c(S(=O)(=O)N3CCOCC3)c2)cc(C(=O)OCC)c1	-8	nt	1%	-5%	nt	nt	nt	-3%	nt
CCC(=O)N/N=c1/sc2ccccc2n1C	-11	-2	-2%	-4%	2	-6	1.0%	-1%	-15
C/C(=N/NC(=O)CCC(=O)Nc1cccc(Cl)c1)c1ccc(C)cc1	3	-5	-3%	3%	3	0	1.2%	-5%	-3
O=C(CSc1nc(=O)[nH]c2c1CCCC2)Nc1cc(C(F)(F)F)cc(C(F)(F)F)c1	-5	-5	-2%	-6%	-1	-4	-1.4%	-1%	7
COc1cccc(C2CC(c3ccc(Br)cc3)=NN2C(=O)c2ccncc2)c1OC (configuration not stated)	-29	nt	-4%	-3%	3	-6	2.0%	-19%	-4
